Assay outcomes deposited in PubChem BioAssay by several laboratories.
PfHsp40 rescue = rescue of yeast from PfHsp40 toxicity, primary screen, S. cerevisiae, ATP luminescence; S. cerevisiae expressing PfHsp40, growth rescue; growth rescue, % at 12.5 µM; 0.68% of 340,000 active; AID 504582, 2011; in the data active = growth rescue above about 28%, passing the limit was not always enough;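 note: yeast W303a lacking pdr1 and pdr3 grown in galactose medium; growth measured after three days at 30 °C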
Vc quorum ag = inducers of Vibrio cholerae quorum light production without autoinducers, primary screen, BH1578 luxS cqsA deficient, single point. V. cholerae BH1578 lux reporter, luminescence, 6 h. 0.16% of 350,000 active. activation, % at 18.7 µM; in the data active = activation mostly above about 9.7%, no sharp cut-off; note: not every result past the cut was called active; inactives centre near 0; reference of the scale not given here
TcdB inh = TcdB glycohydrolase inhibitors, primary screen, biochemical, single point, plate reader | TcdB glycohydrolase enzymatic assay | inhibition, % at 9.99 µM | 0.24% of 350,000 active | Toxin B (Clostridioides difficile), P18177; in the data active = inhibition above about 10%
Yp Topo-I inh = Yersinia pestis topoisomerase I inhibitors, primary screen, biochemical, cleavage product accumulation, plate reader, single point. activity, % at 10 µM. Y. pestis Topo-I cleavage product accumulation. DNA topoisomerase I (Yersinia pestis CO92). 0.064% of 360,000 active; in the data active = activity above about 50%, passing the limit was not always enough; note: inactives centre near 2
Anthrax LF prot = Bacillus anthracis LF protease inhibitors, primary screen, biochemical, multiplex microsphere, MLPCN library. Lethal factor (Bacillus anthracis), P15917. multiplex microsphere protease cleavage assay. inhibition, % at 10 µM. 0.12% of 360,000 active. AID 588501, 2011; note: plate controls were buffer without enzyme for full effect and enzyme alone for no effect
Target sequence (P15917 whole entry, looked up): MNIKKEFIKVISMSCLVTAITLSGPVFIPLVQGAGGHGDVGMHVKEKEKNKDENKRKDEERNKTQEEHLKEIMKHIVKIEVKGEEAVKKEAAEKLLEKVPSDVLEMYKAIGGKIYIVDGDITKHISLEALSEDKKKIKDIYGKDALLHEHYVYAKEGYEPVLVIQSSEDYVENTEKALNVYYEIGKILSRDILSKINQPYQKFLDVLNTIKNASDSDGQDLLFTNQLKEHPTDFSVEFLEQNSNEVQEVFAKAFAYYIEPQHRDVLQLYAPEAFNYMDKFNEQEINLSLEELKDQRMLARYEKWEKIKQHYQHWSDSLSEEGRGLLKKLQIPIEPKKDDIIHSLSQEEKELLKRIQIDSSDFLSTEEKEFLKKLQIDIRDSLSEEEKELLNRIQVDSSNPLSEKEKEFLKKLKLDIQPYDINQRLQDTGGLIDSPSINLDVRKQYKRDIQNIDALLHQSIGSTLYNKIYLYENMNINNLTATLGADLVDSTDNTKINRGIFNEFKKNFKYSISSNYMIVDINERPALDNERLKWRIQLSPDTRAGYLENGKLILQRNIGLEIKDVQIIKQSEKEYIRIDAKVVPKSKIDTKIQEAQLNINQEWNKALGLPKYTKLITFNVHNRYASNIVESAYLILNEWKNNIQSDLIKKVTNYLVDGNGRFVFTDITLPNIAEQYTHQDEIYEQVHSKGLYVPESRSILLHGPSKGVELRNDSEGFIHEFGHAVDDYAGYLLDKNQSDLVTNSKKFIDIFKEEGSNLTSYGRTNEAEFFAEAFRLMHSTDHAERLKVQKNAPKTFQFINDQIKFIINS
BoNT-A LC inh2 = BoNT/A light chain protease inhibitors, primary screen, biochemical, flow cytometry, MLPCN library; multiplex microsphere protease substrate cleavage; 0.17% of 360,000 active; inhibition, % at 10 µM; Botulinum neurotoxin type A light chain protease (Clostridium botulinum A str. ATCC 3502); AID 588499, 2011; note: plate controls were buffer without enzyme for full effect and enzyme alone for no effect
SSB-PriA inh = inhibitors of Klebsiella pneumoniae PriA binding to SSB C-terminal tail, primary screen, biochemical, AlphaScreen. PriA–SSB C-terminal tail interaction (Klebsiella pneumoniae). AlphaScreen SSBct-PriA binding, biotinylated peptide. inhibition, % at 33 µM. 0.6% of 430,000 active. AID 1272365, 2023; in the data active = inhibition mostly above about 37%, no sharp cut-off; inactive = mostly below about 20%;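 note: plate controls were negative control peptide for no effect and reference peptide for full effect; strong numbers were not always called active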
VHR inh abs = VHR1 phosphatase inhibitors, primary screen, biochemical, absorbance, uHTS; recombinant VHR phosphatase, pNPP absorbance; inhibition, % at 13.3 µM; 0.52% of 290,000 active; in the data active = inhibition above about 50%; note: some compounds called inactive have numbers as strong as hits
Target sequence (P51452 whole entry, looked up): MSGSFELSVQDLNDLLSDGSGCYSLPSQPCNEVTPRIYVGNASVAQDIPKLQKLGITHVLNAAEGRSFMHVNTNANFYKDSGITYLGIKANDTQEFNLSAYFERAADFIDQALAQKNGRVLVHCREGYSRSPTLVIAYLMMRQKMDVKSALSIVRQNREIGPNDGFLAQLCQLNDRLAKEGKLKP
CCHF vOTU inh = CCHFV vOTU protease inhibitors, primary screen, biochemical, Pep-AMC substrate, fluorescence. 0.55% of 370,000 active. Crimean-Congo hemorrhagic fever virus L polyprotein viral ovarian tumor (vOTU) protease …. inhibition, % at 11.5 µM; in the data active = inhibition above about 30%; note: 0% = vehicle wells with enzyme and 100% = no enzyme wells
SARS 3CLpro inh = SARS-CoV 3CLpro protease inhibitors, primary screen, biochemical, quenched FRET; inhibition, % at 6 µM; Replicase polyprotein 1ab (Severe acute respiratory syndrome coronavirus), P0C6X7; 0.14% of 290,000 active; recombinant SARS-CoV 3CLpro, quenched FRET peptide cleavage; AID 1706, 2009; in the data active = inhibition above about 12%
Starred values were filed as active, the others as inactive; i = inactive; nt = no result given. Cut-off read from the data, not from the text of the source, unless noted: active = inhibition above about 30%; inconclusive = no clear call, values can overlap the other calls; inactive = below that. A portion of the library (hit frequency here may not be typical).

Values run as follows: Anthrax LF prot	PfHsp40 rescue	VHR inh abs	Vc quorum ag	TcdB inh	Yp Topo-I inh	SSB-PriA inh	BoNT-A LC inh2	SARS 3CLpro inh	CCHF vOTU inh
Cc1ccc(S(=O)(=O)NC(CC(C)C)C(=O)NCC(c2ccco2)N2CCCCC2)cc1 (stereo unspecified)
  3	-0.4	nt	-4.2	1.6	2	-4	1.0	nt	nt
CCN1C[C@@H]2[C@@H]3C(=O)N(Cc4ccccc4)C(=O)[C@@H]3[C@](C)(C1=O)N2C(=O)c1ccc(F)cc1
  2	-2.1	nt	i	nt	-1	9	-0.2	nt	-2
CC(=O)Nc1cccc(C(=O)N/N=C/c2cccnc2)c1
  6	-0.9	7	0.8	0.3	1	nt	-0.5	-3	0
CCN1C(=O)[C@@H]2[C@@H](c3ccc(SC4CCCCC4)cc3)N3CCC[C@@]3(C(=O)OC)[C@@H]2C1=O
  -4	1.9	nt	-1.4	0.2	43	9	-0.3	nt	15
COC(=O)CN(C(=S)Nc1ccccc1)C1CC(=O)N(c2ccc(OC)cc2)C1=O (stereo unspecified)
  -2	-0.3	3	-0.6	0.8	2	-1	0.4	-2	nt
CCCCCSc1nnc(-c2cc(Br)ccc2N)c(=O)[nH]1
  8	-1.2	32	-1.4	nt	2	-3	3.5	8	-14
O=C(N/N=C/c1ccc([N+](=O)[O-])o1)c1cc2ccccc2o1
  nt	0.4	-8	-0.7	1.3	-2	i	nt	2	15
Cc1cccc(NC(=O)NC2CC3CCC(C2)N3Cc2ccco2)c1 (stereo unspecified)
  -1	-0.8	22	-1.1	-1.2	6	-3	-0.2	0	-5
CC(=O)CC1c2cc(F)ccc2C=C(c2ccsc2)N1c1ccc(-c2cccnc2)cc1 (stereo unspecified)
  4	nt	nt	nt	1.1	nt	nt	2.5	nt	-2
CN(C)c1nc(-c2cccs2)cc(C(F)(F)F)c1C#N
  nt	-1.1	18	i	0.5	4	-42	nt	-3	-23
CCc1ccc(OC)c(S(=O)(=O)NCc2cccs2)c1
  -4	-1.1	nt	i	0.7	6	-5	-0.6	nt	6
O=C(NCCCc1ccccc1)C1CCC(CNc2c(N3CCCCC3)c(=O)c2=O)CC1 (stereo unspecified)
  4	0.6	25	-0.4	-0.8	2	-12	0.0	3	8
CC1Nc2ncnc(N3CCc4ccccc4C3)c2N(Cc2ccccc2)C1=O (stereo unspecified)
  4	nt	nt	nt	1.7	nt	nt	1.0	nt	0
OC(c1cccc(Cl)c1)c1nc(-c2cccc3cccnc23)cs1 (stereo unspecified)
  -4	nt	nt	0.1	-1.3	7	nt	-0.3	nt	-8
FC(F)(F)c1cc(-c2cccs2)nc(-n2cc(Cl)cn2)n1
  -3	-1.7	20	i	nt	5	-2	-0.1	-2	5
Cc1nc2ccc(NC(=S)N3CCC(C)CC3)cc2nc1C
  -5	-0.1	3	-1.0	-1.4	8	-2	0.0	-26	-6
Cc1ccc(S(=O)(=O)N(C)c2ccc(OC(=O)c3cc(=O)[nH]c4ccccc34)cc2)cc1
  0	-2.1	nt	-0.2	nt	1	-4	-0.4	nt	7
COc1ccc(OC)c(NC(=O)CSc2nc3nc(C)cc(C)n3n2)c1
  3	-2.3	nt	i	1.3	6	1	1.7	nt	-2
Cc1ccc(SCC(=O)OCC(=O)NCCc2ccccc2)cc1
  -7	-2.0	nt	-0.8	1.4	18	-22	0.0	nt	8
COc1ccc2c(c1)C(=O)N1[C@H]3c4cc(OC)ccc4OC[C@@H]3[C@H](c3ccccc3)[C@]1(C)C(=O)N2
  -2	2.2	nt	i	0.1	23	34	0.3	nt	-4
C=CCn1c(=O)c(C(=O)Nc2ncccc2C)c(O)c2ccccc21
  2	nt	nt	-5.8	-0.6	9	nt	-0.4	nt	5
O=C1C=C(O)c2cccc(O)c2C1=O
  -4	0.9	14	-0.4	-7.6	-4	0	-1.1	nt	94*
CCOc1ccc(-c2csc(Cn3c(CN4CCN(C)CC4)nc4ccccc4c3=O)n2)cc1
  -2	-0.8	18	-0.4	0.5	-2	6	0.9	-2	17
O=C(O)c1ccc2c(c1)[C@@H]1C=CC[C@@H]1[C@H](c1ccccn1)N2
  -9	-0.3	nt	-0.3	nt	-11	15	-2.9	4	54*
Cc1ccc(C(=O)c2cc3ccccc3o2)cc1[N+](=O)[O-]
  -1	-0.1	6	-0.4	2.2	0	-13	0.7	-2	9
CC(=O)c1ccc(S(=O)(=O)N2CCN(C(=O)C3CCCC3)CC2)cc1
  9	0.4	35	0.0	0.4	6	-1	-1.1	-7	13
C/C(=N\NC(=O)c1nnn(-c2nonc2N)c1CN(C)c1ccccc1)c1cccc(O)c1
  2	-0.4	11	-6.8	0.1	-6	nt	-4.1	1	14
CCOc1ccc(NC(=O)CN(C)C(=O)c2ccccc2SCC(=O)N2CCCC2)cc1OCC
  -2	nt	nt	-0.7	1.5	-3	-17	4.9	nt	-2
Cc1ccccc1NS(=O)(=O)c1nnc(NC(=O)c2ccccc2F)s1
  -2	-0.3	13	-0.1	-2.3	3	0	-0.4	2	3
CCn1c(SCC(=O)Nc2ccccc2F)nnc1-c1ccoc1C
  -2	-0.3	13	-0.4	0.5	4	-3	-0.7	-3	2

In another format: 2 of the compounds above
| structure | Anthrax LF prot | PfHsp40 rescue | VHR inh abs | Vc quorum ag | TcdB inh | Yp Topo-I inh | SSB-PriA inh | BoNT-A LC inh2 | SARS 3CLpro inh | CCHF vOTU inh |
| --- | --- | --- | --- | --- | --- | --- | --- | --- | --- | --- |
| CCOc1ccc(NC(=O)CN(C)C(=O)c2ccccc2SCC(=O)N2CCCC2)cc1OCC | -2 | nt | nt | -0.7 | 1.5 | -3 | -17 | 4.9 | nt | -2 |
| O=C1C=C(O)c2cccc(O)c2C1=O | -4 | 0.9 | 14 | -0.4 | -7.6 | -4 | 0 | -1.1 | nt | 94* |

Additional compounds
Values run as follows: Anthrax LF prot	PfHsp40 rescue	VHR inh abs	Vc quorum ag	TcdB inh	Yp Topo-I inh	SSB-PriA inh	BoNT-A LC inh2	SARS 3CLpro inh	CCHF vOTU inh
COCCNC(=O)CN1CCC(NC(=O)c2ccco2)CC1
  2	-0.6	6	i	1.1	-10	2	0.1	-3	-3
CC1CCN(c2oc(-c3ccccc3F)nc2C#N)CC1
  -2	1.5	2	-0.6	1.1	5	43*	-0.4	-4	-63
O=C(CSc1nc2ccsc2c(=O)n1CC1CCC(C(=O)O)CC1)c1ccc(Cl)cc1 (stereo unspecified)
  2	-0.6	6	-0.2	1.5	1	-2	0.0	5	19
COc1ccc(C(=O)OCC(=O)c2ccc[nH]2)c(OC)c1
  -1	-1.0	nt	0.4	-0.3	5	-2	-0.6	nt	-16
COc1ccc(C(=O)Oc2ccc[nH]c2=O)cc1
  2	1.8	18	i	1.5	-6	9	-0.5	-1	11
CC(C)(C)OC(=O)NCCc1nnc(SCc2cccc(Cl)c2)o1
  -10	1.4	8	i	2.1	-9	-17	-1.0	3	-1
CCCCNC(=O)CN1C(=O)C(CC)Oc2ccc(Cl)cc21 (stereo unspecified)
  5	0.2	19	-1.0	nt	3	-9	1.3	0	-10
OCC1CCCCN1C(=S)NCc1ccco1 (stereo unspecified)
  -9	-0.4	31	-0.4	-0.5	3	-1	-1.3	2	14
Cc1c(C(=O)N2CCC2(C)C(=O)O)oc2ccccc12 (stereo unspecified)
  -2	nt	nt	-1.2	-0.2	2	nt	0.0	nt	2
COc1ccc(C(=O)COC(=O)C(CCSC)NC(=O)COc2ccccc2)cc1 (stereo unspecified)
  -7	0.2	nt	-1.0	-0.1	-11	7	-0.3	nt	1
COc1ccc(Cl)cc1NC(=O)NCCCl
  2	-0.3	24	-0.2	nt	-4	-16	-0.3	-4	-1
COC(=O)c1c(NC(=O)c2ccc(Br)s2)sc2c1CCC2
  -4	-0.7	7	-0.2	nt	-1	-17	2.7	5	2
Cc1ccc(SCC(=O)c2cc(C)c(O)c(C)c2)cc1
  -4	2.0	11	i	-0.3	16	-13	-3.9	8	0
CCOc1ccccc1N(CC(=O)N1CCCCCC1)S(=O)(=O)c1ccc(C)cc1
  3	-0.8	23	-0.2	1.4	40	-6	-1.5	1	27
CC1CN(S(=O)(=O)c2ccc(NC(=O)c3cc(-c4ccccc4O)n[nH]3)cc2)CC(C)O1 (stereo unspecified)
  -3	-0.1	28	-2.9	nt	-1	0	-0.1	6	-8
CSc1cnn(Cc2ccccc2)c(=O)c1SCc1ccccc1
  -2	5.9	4	-0.1	nt	30	-12	-0.5	3	3
Cn1c2c(c(=O)n(C)c1=O)[C@@]1(C(=O)Nc3ccccc31)C(C#N)=C(N)O2
  -2	1.0	18	i	-7.7	3	-1	0.3	-2	22
O=C(NCCCN1CCCC1=O)c1cc(-c2ccc(F)cc2)nc2ccccc12
  -5	0.3	nt	-2.0	1.2	-1	-7	-0.3	nt	4
Cc1cccc(C(=O)c2c(N)sc3c2CCCC3)c1
  -3	-1.2	27	-0.6	nt	1	9	-0.3	-2	-14
OCC[C@@H]1C[C@@H](O)[C@H](O)[C@]2(Cc3ccccc3O2)O1
  -4	-1.1	13	i	1.5	-5	-10	-0.2	0	2
COc1cccc(-c2nn(-c3ccccc3)cc2CN(C)C(C)c2ccncn2)c1 (stereo unspecified)
  0	2.6	-1	-0.6	1.8	20	-4	-0.3	1	2
Cc1cc2nc(-c3ccncc3)cc(C(F)(F)F)n2n1
  2	-0.2	28	i	-0.1	-2	-4	-0.2	0	6
Cn1c(NC(=O)CC(C)(C)C)cc(=O)n(C)c1=O
  -4	0.4	38	nt	0.7	0	5	-0.7	-2	-2
COCCNC(=O)C(=O)NCC1OCCN1S(=O)(=O)c1ccc(C)cc1 (stereo unspecified)
  2	0.0	22	i	0.3	6	-7	0.9	-3	-5
O=C(COc1nnc2ccccn12)N1CCN(S(=O)(=O)c2ccccc2)CC1
  2	0.5	nt	-0.6	nt	-7	12	0.6	0	-17
COc1ccccc1CNS(=O)(=O)c1cc(-c2cc(C)no2)ccc1C(C)C
  2	0.8	8	-0.4	-9.3	43	-6	-0.7	9	13
O=C(OCc1cn([C@@H]2CN(C(=O)C3CCCCC3)[C@@H](c3ccccc3)C[C@H]2O)nn1)c1ccccc1
  2	nt	nt	-0.6	0.3	6	nt	-0.3	nt	1
C/C(Nc1ccccc1)=C(/C#N)C(N)=O
  -3	-0.4	12	-0.9	nt	2	4	-1.2	-1	5
COc1ccc(Cl)cc1NC(=O)C1Cc2ccccc2CN1S(C)(=O)=O (stereo unspecified)
  3	0.8	15	-0.4	3.5	9	-21	3.4	1	11
CC(CNC(=O)c1ccc(C#N)cc1)NC(=O)c1ccc(C#N)cc1 (stereo unspecified)
  -5	-1.0	11	0.3	-0.7	1	-15	-1.6	7	8
CCC(C)NC(=O)CSc1nc2scc(-c3ccccc3)c2c(=O)[nH]1 (stereo unspecified)
  -1	2.4	-10	-0.2	0.0	3	-2	0.3	-4	-4
CC/S(=N\S(=O)(=O)c1ccc(C)cc1)c1ccccc1 (stereo unspecified)
  nt	-2.7	31	i	0.6	3	nt	nt	-3	-13
Cc1cc(-c2ccccc2)nc(N(C)NC(=O)C(C)(C)C)c1S(C)(=O)=O
  -6	-1.4	19	-0.2	2.7	1	-3	-0.1	2	12
